Growth percent in the NCI-60 one-dose screen (48 h, 10 µM unless noted): 100 = growth as untreated, 0 = no growth, -100 = all killed.
TK-10 – TK-10 renal cancer cells; 3.9% of 81,000 active; AID 1794769
OVCAR-3 – OVCAR-3 ovarian cancer; 7% of 79,000 active; AID 1794787
CAKI-1 – CAKI-1 renal cancer; 4.7% of 75,000 active
OVCAR-8 – OVCAR-8 ovarian cancer. 4.4% of 81,000 active
ACHN – ACHN renal cancer. 4.9% of 81,000 active. AID 1794771
RXF 393 – RXF 393 renal cancer cells. 6.9% of 77,000 active. AID 1794773
OVCAR-5 – OVCAR-5 ovarian cancer. 2.9% of 82,000 active
A498 – A498 renal cancer cells | AID 1794774 | 5.4% of 76,000 active
Numbers without * were called inactive; . = no result given; & = joins results of further samples; [ ] = another dose, or the depositor's remark. Rule for the calls: active = growth percent below 10; inactive = the rest.

Values run as follows: TK-10	OVCAR-3	CAKI-1	OVCAR-8	ACHN	RXF 393	OVCAR-5	A498
> N#Cc1ccccc1-c1ccc(CN2C(=O)S/C(=C\c3ccc(F)cc3)C2=O)cc1
    103	109	86	102	107	109	103	101
> Clc1ccc(CSc2nnc3c(n2)[nH]c2ccccc23)cc1
    124	111	86	96	100	.	86	114
> CN1C(=O)CNC(=O)[C@H](NC(=O)Cc2nc3ccccc3cc2O)CSSC[C@H]1C(=O)NCCCCc1nc2ccccc2cc1O
    109	111	109	107	96	126	114	116
> COc1ccc(-c2oc3cc(O)cc(O)c3c(=O)c2OC)cc1
    124	101	74	.	107	94	76	106
> COC(=O)/C(CCC=C(C)C)=C1\[C@@H](OC(C)=O)C[C@@]2(C)[C@H]1CC(=O)N[C@H]1[C@@]3(C)CCNC(=O)[C@@H](C)[C@@H]3CC[C@@]12C
    100	107	95	98	101	112	102	109
> C=C1C(=O)O[C@H]2[C@H]1CC/C(C(=O)NCCCNC(=O)/C1=C/CC[C@@]3(C)O[C@H]3[C@H]3OC(=O)C(=C)[C@@H]3CC1)=C\CC[C@@]1(C)O[C@@H]21
    96	100	99	98	100	102	102	.
> O=C(/C(Cl)=N/O)c1ccc(O)c(O)c1
    83	112	99	106	104	107	96	100
> COc1cc(N)c2nccc(C)c2c1OC
    116	111	98	96	110	-4.6*	107	93
> COc1ccc2cc(C3=Nc4ccccc4SC3)ccc2c1
    111	99	90	97	96	107	103	89
> CC(=O)N1N=C(c2ccc(Cl)cc2)CC1c1c(C)nn(-c2ccccc2)c1N(C)Cc1ccccc1 (stereo not drawn)
    89	82	.	81	91	73	98	72
> Cc1cccc(Nc2cc(C)nc(N)n2)c1
    106	104	91	108	105	104	107	109
> O=C(O)CCC(=O)c1cccc2ccccc12
    104	105	101	106	104	106	100	98
> O=C(/C=C/Nc1cc(-c2ccccc2)nn1-c1ccccc1)c1cccs1
    106	102	90	103	96	79	94	82
> Clc1ccccc1-c1nnc(-c2nc3ccccc3nc2Cl)o1
    144	93	82	101	94	109	99	121
> COc1ccc(NC(=O)C2=C(C)NC(=S)NC2c2cc(OC)c(OC)c(OC)c2)cc1 (stereo not drawn)
    93	120	98	105	112	105	108	99
> O=S(=O)(c1ccccc1)N1C=C/C(=C\Cn2cc(-c3ccc(F)cc3)nn2)CC1
    114	105	81	93	87	115	123	83
> CC1=C(C(=O)OCc2ccccc2)C(c2ccc3c(c2)OCO3)n2c(nc3ccccc32)N1 (stereo not drawn)
    66	12	34	47	38	53	64	-10*
> CC(=O)[C@H]1CC[C@H]2[C@@H]3CCC4=CC(=O)CC[C@]4(C)[C@H]3CC[C@]12C
    108	128	.	99	95	89	91	.
> Cc1ccc2[nH]c(-c3ccc(S(C)(=O)=O)cc3)c(/C=N/NC(N)=S)c2c1
    126	97	95	97	98	101	104	89
> COc1ccc(NC(=O)CSc2nnc(-c3cc(-c4ccccc4)nc4ccccc34)n2-c2ccccc2)cc1
    117	103	80	90	95	99	99	74
> COc1ccc(C2CC(=O)c3c(cc(OC)c(O)c3OC)O2)cc1 (stereo not drawn)
    123	104	96	98	98	111	103	105
> C/C=C/c1ccc(OC)cc1
    99	111	101	116	99	109	98	98
> Cc1nn(C(N)=O)c(C)c1N=Nc1ccc2oc(=O)ccc2c1
    44	.	47	83	60	65	89	50
> CC(C)(C)OC[C@@H]1N=C(c2ccc(Br)cc2)Nc2nc3ccccn3c2C1=O
    95	34	64	80	75	62	105	67
> Cc1cccc(-c2nc(-c3cccs3)no2)c1
    68	104	78	99	100	126	.	85
> CC(=O)OCCC/C(=C/c1cc2ccccc2c2ccccc12)[N+](=O)[O-]
    -72*	-99*	.	-100*	-92*	.	-95*	-80*
> Cc1ccc(-c2nn(-c3ccccc3)cc2/C=C/C(=O)NNC(=O)Nc2ccc(F)cc2)cc1
    109	114	94	103	101	91	107	66
> COc1cc(/C=C2\SC(=S)N(NC(=O)Cc3ccccc3Nc3c(Cl)cccc3Cl)C2=O)cc(OC)c1
    92	106	98	94	102	105	106	.
> CCCCOCCOC(=O)c1ccccc1C
    101	105	91	115	105	118	.	112
> COc1cc2nc(N3CCC[C@@H](NC(=O)C4COc5ccccc5O4)C3)nc(N)c2cc1OC (stereo partly drawn)
    90&99	106&105	90&92	94&100	96&103	89&105	97&102	83&99

Brought forward from above: three entries; new compounds follow.
Values run as follows: TK-10	OVCAR-3	CAKI-1	OVCAR-8	ACHN	RXF 393	OVCAR-5	A498
> COc1cc(/C=C2\SC(=S)N(NC(=O)Cc3ccccc3Nc3c(Cl)cccc3Cl)C2=O)cc(OC)c1
    92	106	98	94	102	105	106	.
> CCCCOCCOC(=O)c1ccccc1C
    101	105	91	115	105	118	.	112
> COc1cc2nc(N3CCC[C@@H](NC(=O)C4COc5ccccc5O4)C3)nc(N)c2cc1OC (stereo partly drawn)
    90&99	106&105	90&92	94&100	96&103	89&105	97&102	83&99
> Cc1ccc(S(=O)(=O)c2ccc3[nH]c(=O)nc(N)c3c2)cc1
    103	107	.	96	102	117	113	132
> CS(=O)(=O)c1ccc(/C(=N/NC(N)=S)c2ccc(Cl)cc2)cc1
    110	121	74	101	90	87	105	106
> COc1cc(C(=O)C(=O)c2ccc(O)c(OC)c2)ccc1O
    101	119	107	92	98	110	110	108
> C(=N\Nc1ccccn1)/c1ccccn1
    17	7.6*	10	14	14	17	41	22
> N#CC1=C(N)Oc2c(sc3c(F)cccc23)C1c1ccc(F)cc1 (stereo not drawn)
    36	11	29	21	47	-17*	61	23
> Cc1cc(=O)[nH]c(SCC(=O)NCCc2ccc(S(N)(=O)=O)cc2)n1
    98	106	102	100	96	108	93	106
> C/C(=N/O)c1ccc(-n2c(=O)c3cc4c(=O)n(-c5ccc(/C(C)=N\O)cc5)c(=O)c4cc3c2=O)cc1
    96	.	92	103	101	114	100	101
> Cc1ccc(-n2c(-c3ccccc3)c(-c3ccccc3)c3c(SCC(=O)n4[nH]c(N)cc4=O)ncnc32)cc1
    104	92	88	83	91	97	101	114
> CN1C(=O)N(c2ccccc2)C2C1NN=c1s/c(=C\c3ccc(Br)cc3)c(=O)n12 (stereo not drawn)
    95	98	77	104	102	98	95	.
> COc1ccccc1/C=C1\Cc2ccccc2C1=O
    95	85	83	84	90	82	74	90
> O=C(Cn1nc(-c2ccc3ccccc3c2)ccc1=O)NCc1ccccc1F
    87[50 µM]	77[50 µM]	65[50 µM]	70[50 µM]	80[50 µM]	65[50 µM]	103[50 µM]	62[50 µM]
> C1=C\COCc2cc(ccc2OCCN2CCCC2)Nc2nccc(n2)-c2cccc(c2)COC/1
    55	2.0*	-45*	6.7*	3.9*	-75*	-6.6*	-43*
> Clc1ccc2[nH]cc(-c3nn4cc(-c5ccncc5)nc4s3)c2c1
    125	.	55	11	30	79	99	91
> COc1ccc(C2c3sc(=O)[nH]c3SCC2CO)cc1 (stereo not drawn)
    101	103	99	100	103	109	108	76
> c1cc2c3c(cccc3c1)NC1(CCCC1)N2
    117	100	97	108	108	112	109	108
> CCCCS(=O)(=O)c1cc(Nc2ccc(O)c3c2C(=O)c2ccccc2C3=O)ccc1C
    116	46	.	87	92	76	79	126
> CC(=O)Oc1ccc([N+](=O)[O-])cc1
    106	113	101	100	106	116	100	68
> Cc1ccccc1N=NN(C)C
    117	107	100	101	91	105	109	73
> c1ccc(Cc2nnc3n2CCC(c2ccccc2)S3)cc1 (stereo not drawn)
    113	102	94	105	109	98	.	99
> COc1cc(-c2cc(-c3ccc(Cl)cc3)[nH]c(=O)c2C#N)cc(OC)c1OC
    .	119	91	100	85	105	97	84
> NNC(=O)NCn1c(=O)[nH]c2ccccc2c1=O
    96	110	96	112	106	96	105	100
> N#C/C(=C\c1ccc([N+](=O)[O-])cc1)C(N)=O
    103	103	97	113	105	.	115	98
> CCOC(C(OCC)[n+]1ccccc1)[n+]1ccccc1 (stereo not drawn)
    85	113	106	118	110	109	99	94
> Cc1c2c[n+](C)ccc2c(C)c2c1[nH]c1ccc(O)cc12
    112	98	97	81	101	103	106	78
> Cc1cc(N2CCCCC2)nc2ccc(Cc3ccccc3)cc12
    104	97	95	94	114	100	118	86
> COc1cc(S(C)=O)ccc1-c1nc2ncccc2[nH]1 (stereo not drawn)
    114	109	87	91	.	118	.	103
> COc1cc(-c2nnc(Nc3ccc(C(F)(F)F)cc3)o2)ccc1O
    115	105	81	100	95	121	109	103
> NNC(=O)c1ccnc(Cl)c1
    106	107	.	98	107	108	108	96
> COc1cc(/C=C2\CCCC3=C2N=C2SC(C)=CN2C3c2cc(OC)c(OC)c(OC)c2)cc(OC)c1OC (stereo not drawn)
    2.3*	-2.4*	11	-9.4*	-79*	-72*	-15*	-31*
> O=C1C=C(O)CC2(CCCCC2)C1
    110	123	99	103	99	109	94	103
> COc1ccc(C(=O)Cn2c(=O)cc(C#N)c3c4cccnc4ccc32)cc1
    94	110	87	96	101	101	94	88
> O=C1c2ccccc2C(=O)c2c(NCCN=Cc3c(O)ccc4ccccc34)cccc21
    94	84	.	70	65	.	112	81
> O=C(CSC(=S)N1CCCCC1)NC(=O)c1ccccc1
    97	99	104	114	99	117	92	92
> O=C1Nc2ccc(Br)cc2/C1=N/N=C/c1ccc(F)cc1
    118	102	98	101	104	137	118	84
> COc1ccc(N=Nc2c(N)nn3c(-c4ccc(OC)c(OC)c4)c4[nH]c(=O)nc(N)c4nc23)cc1
    113	108	86	99	98	122	103	115
> CC(C)(C#N)NC1CCCCC1
    104	104	102	107	113	100	102	84
> O=C1Nc2c(c(=O)n(-c3ccccc3)c3ccccc23)C(c2ccc(Cl)cc2)N1 (stereo not drawn)
    55	106	101	82	102	103	101	98
> COCOc1cc2oc(C(=O)N[C@@H](Cc3ccccc3)C(O)C(=O)NCc3ccccc3)c(C)c(=O)c2cc1OCOC (stereo partly drawn)
    63	99	85	22	67	-24*	92	-35*
> CCCCCCCCCCCCCCCCCCNC(=S)N/N=C/c1ccc(OC)c(OC)c1
    104	.	94	101	102	110	94	82
> CCOC(=O)NNc1cccc(Cl)c1
    120	.	90	106	94	100	88	85
> COC(=O)c1ccc[n+](CCc2ccccc2)c1
    99	108	97	103	110	107	107	106
> CNC(=O)c1cc(N2CCc3c2ccc(NC(=O)c2ccc(N4CCOCC4)c(C(F)(F)F)c2)c3F)ccn1
    105	105	103	98	98	111	105	121
> N#C/C(=C1\SCCCN1c1ccccc1)c1nc2ccccc2s1
    132	89	90	93	90	113	93	88
> CC(C)c1ccc(C(=O)OCCc2ccccc2)cc1
    .	107	99	101	111	111	108	96
> O=C(O)c1cc2c(ncc3c(=O)n(-c4ccccc4)[nH]c32)s1
    108	110	98	100	103	108	107	100
> Nc1cc([N+](=O)[O-])ccc1C(=O)O
    107	109	99	102	108	106	106	95
> CCCCCC(=O)N1CCCC1
    158	120	.	113	116	181	102	102
> C/C(=C(/C)[C@H]1C[C@@H]1CCN(S(=O)(=O)c1ccc(C)cc1)S(=O)(=O)c1ccc(C)cc1)c1ccc(-c2ccccc2)cc1
    97	.	83	100	105	102	98	103
> Cc1cc2c(cc1C)C(=O)C(=O)N2
    105	116	102	99	98	111	100	148
> c1cncc(-c2nnc(-c3ccncc3)o2)c1
    102	109	105	105	112	115	106	89
> O=C(NNC(=S)Nc1cccnc1)c1cc2ccc1CCc1ccc(cc1)CC2
    130	64	83	77	75	96	101	81
> NS(=O)(=O)c1ccc2c(c1)/C(=C/c1cccs1)C(=O)N2
    100	104	85	95	81	85	82	93
> Fc1ccc2[nH]cc(-c3nn4cc(-c5ccncc5)nc4s3)c2c1
    92	.	72	41	61	82	90	73
> CN(C)c1ccc2c(c1)/C(=N/O)c1ccccc1-2
    123	93	47	98	87	81	96	.
> CN1CC[C@]23C1=NCC[C@@]21C(=Nc2c(Cl)cc(Cl)cc21)Nc1cc(Br)ccc13
    105	129	84	98	105	110	101	116
> CCCC(C)NCCOC(=O)c1ccccc1 (stereo not drawn)
    119&106	190&105	87&97	102&104	92&110	100&106	97&104	137&103
> CC1(C)N=C(N)N=C(N)N1c1cccc(CCc2ccccc2)c1
    39	23	107	53	105	78	49	83
> Cc1ccc(S(=O)(=O)N(C)CCN(C)S(=O)(=O)c2ccc(C)cc2)cc1
    115	104	96	97	90	126	102	118
> O=C(CCN1CCN(CCC(=O)c2ccc(Cl)cc2)CC1)c1ccc(Cl)cc1
    89	107	.	102	104	116	105	112
> Nc1nc(C(=O)N/N=C/c2ccc([N+](=O)[O-])cc2)nn1-c1ccc(S(N)(=O)=O)cc1
    101	104	76	97	112	101	96	94

Single records, from the list above.
Cc1ccc2[nH]c(-c3ccc(S(C)(=O)=O)cc3)c(/C=N/NC(N)=S)c2c1 as listed: TK-10: 126; OVCAR-3: 97; CAKI-1: 95; OVCAR-8: 97; ACHN: 98; RXF 393: 101; OVCAR-5: 104; A498: 89
COc1ccc2cc(C3=Nc4ccccc4SC3)ccc2c1 as listed: TK-10: 111; OVCAR-3: 99; CAKI-1: 90; OVCAR-8: 97; ACHN: 96; RXF 393: 107; OVCAR-5: 103; A498: 89
N#C/C(=C1\SCCCN1c1ccccc1)c1nc2ccccc2s1 as listed: TK-10: 132; OVCAR-3: 89; CAKI-1: 90; OVCAR-8: 93; ACHN: 90; RXF 393: 113; OVCAR-5: 93; A498: 88

(listing goes on)
Values run as follows: TK-10	OVCAR-3	CAKI-1	OVCAR-8	ACHN	RXF 393	OVCAR-5	A498
> Nc1ncc(CNc2ccc(C(=O)O)cc2)c(N)n1
    105	109	90	102	93	103	98	90
> NNC(=O)CN1CCN(c2cc3c(cc2F)c(=O)c(C(=O)O)cn3C2CC2)CC1
    88	99	100	.	103	114	91	95
> COc1cccc(-c2cc(-c3cccc(Cl)c3)c(C#N)c(=O)[nH]2)c1
    96	51	65	90	94	75	97	46
> Cc1nc2ccccc2c(=O)n1Cc1nnco1
    .	103	96	114	65	99	87	104

Screening results from PubChem BioAssay.

These rows are one share of the data; rates above refer to the full screens.
